High-throughput results: PubChem BioAssay, National Center for Advancing Translational Sciences (NCATS)
uPA surface inh: qHTS for Inhibitors of Cell Surface uPA Generation; hit rate 0.31% among 330,000; AID 540303, 2011; cell surface uPA generation assay, qHTS; Potency, µM (titrated, usually from 38.3 µM), without a hit: at the top dose activity change, negative = inhibition, actives largely listed as inhibitors; active means well fitted inhibition curve with a large enough effect; inconclusive means small, poorly fitted or top-dose-only effect; inactive means no such curve, though single readings can be large or run the other way; tested in mouse RAW 264.7 cells; further: potency means the concentration at half of the fitted maximal effect; nearly all actives have a fitted effect of over 55% in size
BCR signal inh: qHTS Assay to Find Inhibitors of Chronic Active B-Cell Receptor Signaling; AID 493014, 2011; Potency, µM (top dose mostly 46.1 µM), for the others: top-dose ratio change, negative = lower green/red ratio, hits mostly inhibitors; hit rate 0.05% among 340,000; ABC-DLBCL IkBa-CBG/CBR reporter, luminescence ratio, 4 h; active means well fitted inhibition curve with a large enough effect in the signal ratio, with a control signal flat, not every such curve was filed as active; inconclusive means small, poorly fitted or top-dose-only effect, or effect the other way, or a change in a side signal; the % refers to the signal ratio;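 further: potency means the concentration at half of the fitted maximal effect; plate controls were basal doxycycline-induced cells for no effect and cells given 10 µM MG132 for full effect; MG132 reads +100%, hits lower the ratio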
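TMD8 ABC-DLBCL cells carrying doxycycline-inducible green luciferase fused to IkappaBalpha plus unfused red luciferase were exposed to compounds (up to 46 uM) for 4 hrs at 37C. Activity came from the overlap-corrected green/red luminescence ratio.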
PKM2 act: qHTS Assay for Activators of Human Muscle isoform 2 Pyruvate Kinase; Pyruvate kinase PKM (Homo sapiens), P14618; purified PKM2, Kinase-Glo ATP luminescence, activation; response scale: 0% is enzyme alone, no compound; Potency, µM (doses to about 57.5 µM), for inactives: top-dose activation, actives largely listed as activators; hit rate 0.34% among 260,000; AID 1631, 2009; further: potency means the concentration at half of the fitted maximal effect; nearly all actives have a fitted effect of over 55% in size
Target sequence (P14618 whole entry, looked up, canonical isoform): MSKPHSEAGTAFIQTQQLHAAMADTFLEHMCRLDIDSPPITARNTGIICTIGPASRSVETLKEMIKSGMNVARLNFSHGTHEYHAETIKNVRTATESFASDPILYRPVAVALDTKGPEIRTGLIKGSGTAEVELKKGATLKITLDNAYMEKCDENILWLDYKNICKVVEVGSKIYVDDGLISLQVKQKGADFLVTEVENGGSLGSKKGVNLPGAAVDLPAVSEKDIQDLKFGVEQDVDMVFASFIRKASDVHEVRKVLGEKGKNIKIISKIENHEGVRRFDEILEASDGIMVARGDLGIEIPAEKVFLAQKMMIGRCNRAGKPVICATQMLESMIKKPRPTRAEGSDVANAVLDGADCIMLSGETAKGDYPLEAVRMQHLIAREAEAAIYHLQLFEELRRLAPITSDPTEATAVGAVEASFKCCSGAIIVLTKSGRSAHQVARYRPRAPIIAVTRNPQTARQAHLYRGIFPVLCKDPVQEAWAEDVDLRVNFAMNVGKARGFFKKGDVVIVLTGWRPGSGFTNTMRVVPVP
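Kinase-Glo luminescence reports ATP generated from ADP (0.1 mM) and PEP (0.5 mM) by purified hPK-M2 after 1 h at room temperature, pH 7.2 imidazole buffer; intermediate enzyme activity allows detecting inhibitors and activators.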
Eya2 phos inh: qHTS Assay for Inhibitors of the Phosphatase Activity of Eya2; recombinant Eya2, OMFP fluorescence dephosphorylation (OMFP is methylfluorescein phosphate); Potency, µM (titrated, usually from 76.9 µM), for inactives: top-dose activity, negative = inhibition, usual class: inhibitors; hit rate 0.006% among 330,000; AID 488837, 2010; further: potency means the concentration at half of the fitted maximal effect
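Eya2 (0.2 uM) preincubated 10 min at ambient with compound, then OMFP substrate added at 50 uM; 10 min reaction in 50 mM HEPES pH 7.5, 50 mM NaCl, 5 uM MgCl2, 0.05% BSA, 1 mM DTT. Fluorescence read at Ex 485/Em 525 nm.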
USP2a inh: qHTS Assay for Inhibitors of Ubiquitin-specific Protease USP2a Using CHOP2 as the Reporter; USP2 core, Ub-CHOP2 coupled fluorogenic reporter, 485/531; Potency, µM (titrated, usually from 38.3 µM), for the others: at the top dose activity change, negative = inhibition, usual class: inhibitors; hit rate 0.01% among 330,000; AID 463254, 2010;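 further: potency means the concentration at half of the fitted maximal effect; plate controls were DMSO wells for no effect and full inhibition by NEM control for full effect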
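Deubiquitinase activity read as fluorescence (485/531 nm) after Ub-CHOP2 cleavage activates the enterokinase reporter on its substrate; USP2 core 10nM, Ub-CHOP2 and substrate 25nM each, 30min compound preincubation then 60min RT; data normalized to NEM, curves fitted.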
Giardia killer: Small Molecules that selectively kill Giardia lamblia: qHTS; Giardia lamblia trophozoite viability; activity change, % at 7.66 µM, hits read low; hit rate 0.15% among 340,000; AID 540267, 2011; in the data active means activity change below about -80%; inconclusive means between about -30% and that limit;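 further: parasites exposed to compound for two days anaerobically before the ATP read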
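Trophozoites 100 cells/well + cpd; 48 hrs, 37 deg C, anaerobic. ATPLite 1-Step added, 15-30 min RT, luminescence read (ATP-based viability).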
KCNH2 WT inh: qHTS for Inhibitors of KCHN2 3.1: Wildtype qHTS; U2OS, BacMam KCNH2, thallium flux FluxOr; active compounds read low; AID 720551, 2013; activity change, % at 1.84 µM; hit rate 0.37% among 340,000; Voltage-gated inwardly rectifying potassium channel KCNH2 (Homo sapiens), Q12809;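 active means maximum activity change below -70%; inconclusive means maximum activity change between -70% and -50%; inactive means maximum activity change above -50%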
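U2OS cells were transduced with wild-type KCNH2 virus (2.03 x 10^8 / mL) for 4 h at room temperature, then cultured overnight at 37 C. Thallium flux was read with FluxOr dye. Rate constants were normalized to DMSO controls.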
Coupling enz: qHTS Assay for Inhibitors of Fructose-1,6-bisphosphate Aldolase from Giardia Lamblia: Coupling assay counterscreen; coupling enzyme system counterscreen, AmpLite Red fluorescence; hit rate 0.67% among 290,000; activity change, negative = inhibition, % at 58.2 µM, hits read low; AID 2472, 2010; in the data active means activity change below about -30%
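Counterscreen lacking aldolase: glyceraldehyde-3-phosphate coupling-enzyme reagent preincubated 10 min at RT with compound (at 57.5 uM final), then substrate/coupling system with AmpLite Red added; fluorescence read at 525/598 nm after 20 min RT.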
KCNH2 3.1 inh: qHTS for Inhibitors of KCHN2 3.1: Mutant qHTS | activity change, % (tested at about 1.8 µM) | U2OS KCNH2 3.1, thallium flux FluxOr; active compounds read low | Potassium voltage-gated channel subfamily H member 2, brain isoform KCNH2 3.1 (human) | hit rate 0.95% among 340,000;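 active means maximum activity change below -70%; inconclusive means maximum activity change from -70% to -50%; inactive means maximum activity change above -50%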;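 further: thallium influx rate constant from kinetic fluorescence after stimulation buffer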
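Thallium flux read-out: FluxOr dye with Red40 quencher in HBSS/HEPES, 45 min at RT. Rate constants from kinetic reads were normalized to positive and negative DMSO controls. Cells: U2OS virally expressing the 3.1 isoform.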
GALK inhibitor: qHTS Assay for Inhibitors of Human Galactokinase (GALK); P51570; Purified GALK, Kinase-Glo residual ATP luminescence; Potency, µM (highest dose often 57.5 µM), for inactives: at the top dose activity change, negative = inhibition, hits mostly inhibitors; hit rate 0.007% among 270,000; AID 1868, 2009; further: potency means the concentration at half of the fitted maximal effect
Target sequence (P51570 whole entry, looked up): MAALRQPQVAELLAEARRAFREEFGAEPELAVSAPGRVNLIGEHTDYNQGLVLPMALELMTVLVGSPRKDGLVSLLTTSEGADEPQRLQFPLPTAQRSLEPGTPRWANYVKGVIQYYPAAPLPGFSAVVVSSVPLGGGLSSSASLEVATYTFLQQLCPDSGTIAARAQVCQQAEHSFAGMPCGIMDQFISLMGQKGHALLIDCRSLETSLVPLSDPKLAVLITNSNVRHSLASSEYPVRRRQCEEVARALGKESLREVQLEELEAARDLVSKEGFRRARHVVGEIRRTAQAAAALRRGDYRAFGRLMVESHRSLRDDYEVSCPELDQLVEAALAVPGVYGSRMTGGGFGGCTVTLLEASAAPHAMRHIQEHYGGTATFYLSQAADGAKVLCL
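Human GALK (5 nM) with 35 uM ATP and 100 uM galactose in 20 mM HEPES pH 8.0, 5 mM MgCl2, 60 mM NaCl, 1 mM DTT, 0.01% BSA. After 1 h at room temperature, leftover ATP was read by Kinase-Glo Plus luminescence.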
B2AR arrestin: qHTS assay of beta-arrestin-biased ligands of beta2-adrenergic receptor; hit rate 0.02% among 330,000; Potency, µM (highest dose often 46.1 µM), for inactives: top-dose activation, most hits filed as activators; beta-arrestin recruitment to beta2AR, cell-based reporter; AID 492947, 2010;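 further: potency means the concentration at half of the fitted maximal effect; 0% = DMSO controls and full agonism = EC100 isoproterenol or metaproterenol; nearly all actives have a fitted effect of over 65% in size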
* hit, by the source's call; u = inconclusive; x = no result given; & = joins results of further samples. Unless noted, the call rests on the fitted dose curve; in most records, active means well fitted curve in the direction sought with a large enough effect; inconclusive means small, poorly fitted or top-dose-only effect, or another doubt; inactive means no such curve, though single readings can be large; an effect the other way counts as inactive or inconclusive. Unless noted, on the % scale 0 is the no-effect control and ±100 the full control effect.

compound	uPA surface inh	BCR signal inh	PKM2 act	Eya2 phos inh	USP2a inh	Giardia killer	KCNH2 WT inh	Coupling enz	KCNH2 3.1 inh	GALK inhibitor	B2AR arrestin
CCc1ccccc1NC(=O)CNC(=O)c1cc(C2CC2)nn1-c1ccccc1	3%	u	x	10%	-6%	-23	2	x	0	x	4.5%
COc1ccc(CCOC(=O)CNC(=O)c2ccc(Cl)cc2Cl)cc1	4%	1%	3%	-10%	-1%	8	4	x	7	9%	0.2%
CCCOC(=O)CC1C(=O)NCCN1C(=O)OC(C)(C)C (stereo not given)	1%	14%	-2%	-2%	0%	0	16	1	17	1%	-1.7%
CC1Cc2nc(SCC(=O)N3CCOCC3)n(-c3ccccc3)c(=O)c2S1 (stereo not given)	-5%	u	-1%	0%	1%	-5	-12	0	-1	0%	-0.5%
CCC(C)NC(=O)CN1C(=O)COc2ccc(S(=O)(=O)N3CCOCC3)cc21 (stereo not given)	-1%	5%	x	-7%	-2%	-6	-7	x	5	5%	-0.5%
CC(Sc1ccccn1)C(=O)Nc1ccc(S(N)(=O)=O)cc1 (stereo not given)	x	-25%	12%	2%	3%	0	-18	-2	0	0%	-1.3%
CN(CC(=O)Nc1ccccc1C(F)(F)F)C(=O)COc1ncnc2sccc12	1%	5%	0%	-2%	3%	8	-15	-3	-33	2%	-1.4%
CC(C)N(C(=O)C[n+]1ccc(/C=N/O)cc1)C(C)C	-10%	5%	-2%	-2%	-2%	-7	-1	4	6	x	-0.3%
O=C1C(=O)N(CCN2CCOCC2)C(c2ccccn2)/C1=C(/O)c1ccccc1 (stereo not given)	4%	0%	-5%	13%	11%	9	-9	-24	-15	-1%	-1.1%
CCn1c(=O)c(C(=O)NNS(=O)(=O)c2ccc(Br)cc2)c(O)c2ccccc21	4%	-2%	-1%	-3%	2%	9	-2	-2	-3	3%	0.0%
CCc1ccc(NC(=O)NNC(=O)c2cc3ccccc3cc2O)cc1	5%	6%	2%	1%	-3%	-3	6	1	12	-2%	0.4%
CCCCCOC(=O)Cn1c(=O)oc2ccccc21	-8%	4%	7%	-25%	2%	13	2	-1	-12	0%	-0.2%
COc1ccc([C@H]2CC(=O)C=C(c3ccc(C)c(F)c3)C2)cc1	1%	u	x	-3%	-2%	-15	-9	x	-8	x	-0.9%
CCC(C)(C)n1c(=O)[nH]c2c(c1=O)CCC2	0%	7%	1%	-5%	3%	7	-5	0	-3	3%	-0.2%
O=C1CNC(=O)N1CC(O)Cn1c2ccccc2c2ccccc21 (stereo not given)	9%	-2%	1%	11%	-1%	-17	x	2	25	7%	0.2%
CC(C)(C)C(=O)NNC(=O)COc1ccc2ccccc2c1Br	-1%	-2%	2%	-9%	3%	3	-8	0	-10	-3%	-0.2%
CCSc1nnc(NS(=O)(=O)c2ccc(OC)cc2)s1	7%	-2%	9%	1%	0%	-25	3	3	-3	-1%	0.4%
O=C(CN1C(=O)C2(OCCO2)c2ccccc21)c1ccc(Br)cc1	x	4%	3%	-3%	-6%	7	20	-1	-6	-1%	6.2%
COc1ccc(CN2CCN(c3ccccn3)CC2)c(OC)c1C	-6%&-1%	-13%	0%	-7%	-7%	-24&-5	-12&7	0	13&-23	0%	0.4%
Cc1ccc(-c2ccc(SCC(=O)Nc3cc(C)on3)nn2)cc1	1%	-1%	u	-3%	2%	7	5	-1	-2	5%	0.0%
COc1ccc(NC2CC(=O)N(c3cccc(C)c3)C2=O)cc1 (stereo not given)	x	17%	3%	7%	-1%	-7	-34	-3	-10	-4%	0.2%
Cc1ccc(S(=O)(=O)N2CCCCC2)cc1NC(=O)CSc1nccn1C	-1%	-3%	-3%	2%	-2%	1	-5	1	6	3%	-1.5%
NC(=O)C[n+]1cccc(C(N)=O)c1	0%	-14%	1%	4%	0%	1	-7	4	7	0%	-1.1%
CCOC(=O)C1=C(C)Nc2ccccc2N=C1NC(=O)Cc1ccc(Cl)c(Cl)c1	5%	1%	-3%	-8%	0%	-5	7	0	22	10%	-0.4%
Cc1ccc(/C=N/NC(=O)CSc2nc3ccccc3c(=O)n2-c2ccccc2)s1	8%	-6%	12%	6%	-2%	15	2	-2	10	2%	-0.2%
S=c1[nH]nc(COc2ccccc2)n1Cc1ccccc1	2%	0%	-6%	0%	1%	0	-5	1	-32	2%	-1.2%
O=C(CSc1n[nH]c(-c2ccc(S(=O)(=O)N3CCCCC3)cc2)n1)Nc1nccs1	4%	u	-1%	-32%	0%	-16	-7	8	5	-1%	0.0%
Cc1cccc(NC(=S)NCCCN2CCOCC2)c1	-3%	-1%	-4%	-8%	3%	10	4	4	-6	0%	-0.4%
CCOC(=O)C1CCCN(Cc2cc(=O)oc3cc(C)c(C)cc23)C1 (stereo not given)	3%	17%	1%	-8%	-2%	3	4	2	9	9%	-0.2%
COc1ccc(OC)c2nc(-c3ccncc3)ccc12	-18%	-3%	x	-13%	3%	-4	-28	1	-36	-3%	0.3%
Cc1c(CBr)[n+](=O)c2c(n1[O-])C(Br)CCC2Br (stereo not given)	4%	u	-3%	6%	2%	-5	-3	-5	8	0%	-0.8%
CC(C)C[C@H](NC(=O)N1CCn2c1nc1ccccc12)C(=O)NCc1ccco1	2%	u	3%	-6%	2%	1	-1	-6	10	-1%	0.0%
Cc1ccc(N/C(N)=N/c2nc3c(c(=O)[nH]2)CCCC3)c(C)c1	7%	u	11%	4%	1%	-10	-29	2	-7	x	0.4%
S=C1NC2(CCCC2)Nc2ccccc21	0%	2%	0%	8%	10%	0	0	-13	28	0%	10%
O=C(NCCS(=O)(=O)N1CCC2(CC1)OCCO2)c1ccc(F)cc1	3%	5%	x	6%	1%	-25	-8	x	-1	x	0.0%
CCOC(=O)c1sc(=NC(=O)c2ccc(OC(C)C)cc2)n(C)c1C	10%	u	0%	2%	0%	8	-17	0	-31	6%	0.1%
COc1ccc(/C=C/C(=O)c2ccccc2O)cc1CN1CCOCC1	-10%	u	1%	-7%	2%	-3	-5	2	-3	-2%	0.1%
S=C(NCCc1ccccc1)Nc1cccc2cnccc12	-2%	11%	0%	-16%	0%	17	-7	-36*	6	11%	-0.1%
COc1ccc(N(CC(=O)Nc2cc(OC)ccc2OC)S(=O)(=O)c2c(C)noc2C)cc1	-10%	4%	x	-4%	0%	-9	2	x	7	0%	0.0%
COc1cccc(N2C(=NC(=O)COc3ccccc3)SC3CS(=O)(=O)CC32)c1 (stereo not given)	1%	2%	x	-2%	1%	5	0	x	-1	-3%	-0.6%
C/C(=N\NC(=O)CSc1nc(C)cc(C)n1)c1cccs1	-2%	-9%	-3%	0%	0%	-6	-22	1	4	1%	0.2%
CCOCC(=O)Nc1cc(OC)c(Cl)cc1OC	0%	-19%	1%	15%	-1%	0	-22	2	-7	-3%	-0.2%
CCCCn1nc(C(=O)Nc2cccc(C(=O)NC3CC3)c2)c2ccccc2c1=O	7%	u	x	-8%	-4%	-19	27	x	-22	x	-0.3%
CCCC(=O)C1=C(N(C)c2ccccc2)CC(C)(C)CC1=O	4%	1%	0%	5%	-2%	3	-5	-1	9	0%	0.3%
CCN(C(=O)CSc1nnc2nc(C)cc(C)n12)c1ccccc1	-2%	-1%	0%	4%	1%	14	-14	1	9	7%	0.2%
O=C(C1=C[C@H](c2ccc(C(F)(F)F)cc2)C[C@H](OCCCCO)O1)N1CCN(Cc2ccc3c(c2)OCO3)CC1	-13%	-1%	0%	-5%	1%	-2	x	2	x	-3%	-0.3%
c1ccc(N2CCN(c3ccc4nncn4n3)CC2)nc1	-9%	2%	8%	5%	-1%	-4	19	2	-184*	2%	-0.4%
